Screening results (PubChem BioAssay)
PTHR1 agonist = agonists of human PTHR1 parathyroid hormone receptor | Q03431 | HEK293 GP2 PTHR1 cells, GloSensor cAMP luminescence, 1 h | Potency, µM (highest dose often 115 µM), without a hit: at the top dose activation, usual class: activators | 410,000 tested, 0.075% active; note: nearly all actives have a fitted effect of over 55% in size; some results filed as inactive show a strong effect at the top dose; inactives centre near -15; many of its hits are not listed in these tables
Target sequence (Q03431 whole entry, looked up): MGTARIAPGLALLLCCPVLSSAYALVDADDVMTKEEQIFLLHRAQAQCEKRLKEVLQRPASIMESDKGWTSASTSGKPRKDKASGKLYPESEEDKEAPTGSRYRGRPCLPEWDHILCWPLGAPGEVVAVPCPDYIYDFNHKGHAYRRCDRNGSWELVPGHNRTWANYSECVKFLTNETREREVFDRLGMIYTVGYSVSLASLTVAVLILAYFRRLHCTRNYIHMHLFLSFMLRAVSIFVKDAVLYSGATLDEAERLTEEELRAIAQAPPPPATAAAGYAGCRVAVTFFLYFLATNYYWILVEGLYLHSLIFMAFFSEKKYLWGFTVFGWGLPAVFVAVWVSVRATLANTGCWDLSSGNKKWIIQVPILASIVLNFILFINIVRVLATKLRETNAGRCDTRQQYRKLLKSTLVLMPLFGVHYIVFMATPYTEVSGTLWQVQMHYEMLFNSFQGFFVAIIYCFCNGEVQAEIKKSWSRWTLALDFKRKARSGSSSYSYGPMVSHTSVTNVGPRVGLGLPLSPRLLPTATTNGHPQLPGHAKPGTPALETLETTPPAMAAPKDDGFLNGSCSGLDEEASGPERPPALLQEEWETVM
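HEK-293-derived GP2 cells expressing PTHR1 and a GloSensor cAMP reporter, 3,000/well, plated overnight, given luciferin plus IBMX (each 0.5 mM as added) for 1 h at 37 °C, then compound for 1 h at 37 °C. Luminescence was read after 15 min at room temperature.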
EPAC1 agonist = activates human EPAC1 exchange factor; O95398; EPAC1 agonist qHTS, biochemical assay; response scale: 100% = response to 6.5 mM cAMP; Potency, µM (doses to about 154 µM), for inactives: top-dose activation, actives largely listed as activators; 360,000 tested, 0.073% active; note: nearly all actives have a fitted effect of over 60% in size
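Normalized to 6.5 mM cAMP, activity reflects EPAC1-catalysed release of BODIPY-GDP from Rap1B, followed kinetically over 30 min at 480 nm excitation, 540 nm emission. Reaction contained 100 nM EPAC1, 250 nM Rap1B-BODIPY-GDP, 50 uM GDP.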
TDP43 rescue = inhibitors of TDP-43 toxicity in yeast; 410,000 tested, 1.8% active; TDP-43 expressing yeast growth rescue, BacTiter-Glo, 24 h; Potency, µM (top dose mostly 46.1 µM), without a hit: top-dose growth rescue (activation), usual class: activators; note: % of control where 0% means no effect; nearly all actives have a fitted effect of over 50% in size
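Readout is BacTiter-Glo luminescence of cell growth, so inhibitors register as activators. TDP-43-expressing yeast at OD600=0.02 in galactose medium, after raffinose pregrowth to mid-log, were incubated with compound for 24 hr at 30 deg C.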
aSyn yeast inh = inhibitors of alpha-synuclein toxicity in yeast; Yeast expressing alpha-synuclein, growth rescue, BacTiter-Glo, 24 h; Potency, µM (series often up to 46.1 µM), for the others: at the highest dose growth rescue (activation), usual class: activators; 370,000 tested, 0.14% active; note: % of control where 0% means no effect; nearly all actives have a fitted effect of over 65% in size
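Rescue of yeast growth: cells expressing toxic alpha-synuclein, induced in galactose at OD600 0.02, incubated with compound 24 h at 30 C. ATP luminescence quantified growth; inhibitors of toxicity appear as activators.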
FUS suppressor = suppressors of FUS proteinopathy in yeast | S. cerevisiae FUS-expressing, growth rescue, OD600, 24 h | Potency, µM (doses to about 76.6 µM), inactives show top-dose growth rescue (activation), most hits filed as activators | 390,000 tested, 0.24% active | AID 1347120;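 note: plate controls were DMSO vehicle for no effect and reference control for full effect; nearly all actives have a fitted effect of over 55% in size; some results filed as inactive show a strong effect at the top dose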
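Restored growth of FUS-toxic S. cerevisiae, read as 600 nm absorbance after 24 h at 30C in galactose medium (starting OD 0.005). Controls CP55940 and DMSO.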
EPAC1 antagonist = blocks human EPAC1 exchange factor. EPAC1 GEF assay, Rap1b-BODIPY-GDP exchange fluorescence. 360,000 tested, 0.14% active. O95398. Potency, µM (series often up to 115 µM), for the others: at the top dose activity change, negative = inhibition, most hits filed as inhibitors;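 note: plate controls were vehicle for no effect and positive control for full effect; nearly all actives have a fitted effect of over 50% in size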
EPAC2 ag = EPAC2 (human) agonism; AID 720711; Potency, µM (titrated, usually from 154 µM), inactives show top-dose activation, actives largely listed as activators; Q8WZA2; 360,000 tested, 0.079% active; EPAC2 activation, biochemical qHTS; response scale: 100% = 6.5 mM cAMP response; note: nearly all actives have a fitted effect of over 50% in size
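Setup: EPAC2 100 nM, labeled Rap1B complex 250 nM, free GDP 50 uM. Compound titrations pinned in, brief spin, 5 min room temperature incubation. Kinetic fluorescence read over 30 min, normalized to 6.5 mM cAMP.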
EPAC2 antagonist = EPAC2 (human) antagonism. Q8WZA2. EPAC2 GEF exchange of Rap1B-BODIPY-GDP, fluorescence. Potency, µM (highest dose often 114 µM), without a hit: top-dose activity, negative = inhibition, actives largely listed as inhibitors. 360,000 tested, 0.18% active. AID 720708; note: % is set by controls: 0 for no effect and ±100 for the full control effect; nearly all actives have a fitted effect of over 45% in size; many of its hits are not listed in these tables
* hit, by the source's call; i = inactive; ? = inconclusive; . = no result given; & = joins results of further samples; [ ] = remark or other dose. Calls come from the whole dose curve; as a rule, active = well fitted curve in the direction sought with a large enough effect; inconclusive = small, poorly fitted or top-dose-only effect, or another doubt; inactive = no such curve, though single readings can be large; an effect the other way counts as inactive or inconclusive. Potency is the fitted concentration of half-maximal effect.

The opening 3 entries (preview)
#	SMILES	PTHR1 agonist	EPAC1 agonist	TDP43 rescue	aSyn yeast inh	FUS suppressor	EPAC1 antagonist	EPAC2 ag	EPAC2 antagonist
1	Cc1ccc(S(=O)(=O)N2CCOCC2)cc1C(=O)NNC(=O)c1ccoc1C	i	-14%	0%	-7%	0%	-3%	-1%	-4%
2	CN(C)CCC1c2ccc(Cl)cc2CCc2cccnc21 (centres undefined) (tested in a mixture with another compound)	1%	1%	-19%	-3%	28%	1%	7%	2%
3	CCOC(=O)c1ccc(N2C(=O)c3n[nH]c(C)c3C2c2cccnc2)cc1 (centres undefined)	-36%[inhibitor]	3%	-3%	-2%	9%	-11%	6%	13%

The listing, from the start:
#	SMILES	PTHR1 agonist	EPAC1 agonist	TDP43 rescue	aSyn yeast inh	FUS suppressor	EPAC1 antagonist	EPAC2 ag	EPAC2 antagonist
1	Cc1ccc(S(=O)(=O)N2CCOCC2)cc1C(=O)NNC(=O)c1ccoc1C	i	-14%	0%	-7%	0%	-3%	-1%	-4%
2	CN(C)CCC1c2ccc(Cl)cc2CCc2cccnc21 (centres undefined) (tested in a mixture with another compound)	1%	1%	-19%	-3%	28%	1%	7%	2%
3	CCOC(=O)c1ccc(N2C(=O)c3n[nH]c(C)c3C2c2cccnc2)cc1 (centres undefined)	-36%[inhibitor]	3%	-3%	-2%	9%	-11%	6%	13%
4	O=C1NC(=O)/C(=C/c2ccc(N3CCOCC3)o2)N1	25%	1%	-7%	-6%	25%	-15%	11%	-6%
5	CC(C)(C)CC(=O)NC(=S)N1CCCCCC1	-1%[57.5 µM]	7%	3%	-1%	13%	1%	11%	0%
6	CCOC(=O)CSc1nc2c([nH]c3ccccc32)c(=O)n1-c1ccc(OCC)cc1	i	.	14%	-6%	-14%	.	.	.
7	O=c1[nH]c2cc3c(cc2cc1C(c1nnnn1CC1CCCO1)N1CCCC1)OCO3 (centres undefined)	i	8%	-9%	1%	19%	5%	3%	-4%
8	CCOC(=O)c1c(C)[nH]c(C)c1S(=O)(=O)N1CCN(c2ccc(F)cc2)CC1	-17%	-9%	8%	0%	5%	-17%	12%	-18%
9	Cc1ccc(N/C=C(\C#N)c2ccc(OCCCF)cc2)cc1	-16%	-2%	?	14%	11%	-13%	2%	5%
10	Cc1nc(N2CCCCC2C)c2c(C)c(C(=O)Nc3cccc(C(F)(F)F)c3)sc2n1 (centres undefined)	-23%	6%	?	-6%	7%	9%	-7%	?
11	Cc1ccsc1/C=N/NC(=O)CSCc1ccc(Cl)cc1	i	0%	14µM*	?	3%	0%	8%	-6%
12	Clc1ccc(Cn2ncc3c(NCc4cccnc4)ncnc32)cc1	-25%[57.5 µM]	-10%	1%	2%	-6%	-3%	-14%[15.6 µM]	-29%
13	CC(C)c1nc2sc3c(NCc4ccco4)ncnc3c2c2c1COC(C)(C)C2	i	-22%	17%	1%	16%	-9%	-14%	-6%
14	CC(=O)NCc1ccc(C(=O)COC(=O)COc2ccc(Cl)c(C)c2)s1	-12%	-1%	11%	3%	8%	-11%	6%	-6%
15	COc1ccccc1C1=NOC(C)(c2sc(-c3ccccc3)nc2C)C1 (centres undefined)	-5%	13%	5%	3%	-8%	-22%	11%	-7%
16	COc1c(O)cnn(-c2ccccc2)c1=O	-2%	17%	14%	-8%	-25%	-1%	5%	5%
17	CCOc1ccccc1-n1c(SCC(=O)NC)nnc1-c1ccco1	i	11%	-11%	1%	9%	-6%	12%	-2%
18	COC(=O)c1cc2c(N)c(C(=O)c3ccccc3)sc2nc1C(OC)OC	i	-9%	3%	11%	14%	3%	5%	0%
19	O=C(NCCCNCc1ccccc1)/C(=N\O)c1ccccc1	24%	1%	1%	-1%	14%	-8%	-2%	-13%
20	Cc1ccc(S(=O)(=O)Oc2ccc(/C=C(/NC(=O)c3ccccc3)C(=O)O)cc2)cc1	-18%	7%	-29%	-3%	5%	11%	8%	-5%
21	CCc1nn(CC(=O)NCCCN2CCc3ccccc3C2)c(=O)c2cc3sccc3n12	-20%	-12%	-1%	4%	-11%	-27%	1%	-1%
22	CCOc1ccc(NC(=O)CSc2nc3[nH]ncc3c(=O)n2-c2ccccc2OC)cc1	-20%	-8%	15%	-8%	.	?	0%	-13%
23	Cc1ccc(NNC(=O)CCc2ccccc2)c(C)c1	-5%	-2%	6%	5%	-1%	15%	-7%	4%
24	C/C(=N\NC(=O)c1ccc(Cl)c(Cl)c1)c1ccc(Br)s1	-23%	-14%	20%	-8%	11%	7%	1%	3%
25	O=C(CSc1nnc(-c2ccncc2)n1Cc1ccco1)Nc1cccc(O)c1	i	2%	-14%	-9%	32%	-8%	3%	3%
26	COC(=O)C[C@@H]1C=C[C@H](NC(=O)Nc2ccc(OC)cc2)[C@@H](CO)O1	-24%	-10%	7%	-3%	0%	16%	-2%	2%
27	CC1=C(C(=O)OCc2ccccc2)C(c2ccc(N(C)C)cc2)NC(=O)N1 (centres undefined)	i	5%	-23%	1%	-1%	-4%	11%	-1%
28	CC(=O)c1cc2c(cc1N/C(=N/S(=O)(=O)c1ccccc1)c1ccc(Cl)cc1)OCO2	i	3%	-6%&4%	3%	9%	?	-1%	-7%
29	CCCCc1cc(=O)oc2cc(C)cc(OCC(=O)N3CCC(C(N)=O)CC3)c12	-35%[inhibitor]	-4%	?	-4%	-13%	2%	6%	-30%
30	O=[N+]([O-])c1cccc(S(=O)(=O)Nc2ccc(S(=O)(=O)Nc3nccs3)cc2)c1	i	-2%	-6%	1%	.	-27%	9%	-4%

Following part:
#	SMILES	PTHR1 agonist	EPAC1 agonist	TDP43 rescue	aSyn yeast inh	FUS suppressor	EPAC1 antagonist	EPAC2 ag	EPAC2 antagonist
31	C/C(=N\NC(=O)c1nn(C)c(C)c1Br)c1ccc(NC(=O)c2ccccc2F)cc1	-15%	-10%	-5%	-3%	.	0%	-1%	14%
32	CC1CCCCC1NC(=O)c1ccc(N2CCCC2=O)cc1 (centres undefined)	i	6%	-10%	-9%	14%	1%	3%	-2%
33	O=C(c1ccc2ccccc2c1)C1CCCN(C(=O)CN2C(=O)CSC2=O)C1 (centres undefined)	-29%	3%	.	7%	14%	-21%	4%	7%
34	O=C(Cc1n[nH]c(=O)c2ccccc12)Nc1cc(Cl)ccc1-n1cncn1	i	1%	-23%	-4%	6%	4%	6%	0%
35	CCN(C(=O)c1ccccc1)c1ccc([N+](=O)[O-])cc1	-5%	-4%	15%	-7%	.	14%	5%	16%
36	CCCC(=O)N/C(N)=N/c1nc(C)c2ccccc2n1	i	3%	-3%	7%	13%	6%	1%	-4%
37	Cc1ccccc1CN(c1ccc(C(=O)NCCC2=CCCCC2)cc1)S(C)(=O)=O	-9%	17%	4%	2%	13%	-18%	11%	-12%
38	CC(=O)Nc1ccc(S(=O)(=O)Nc2ccc3c(c2)OCCO3)cc1	-24%	-2%	-18%	2%	19%	?	6%	-6%
39	COCCN(C(=O)c1ccc2c(c1)S(=O)(=O)N=C1CCCCCN12)c1c(N)n(CC(C)C)c(=O)[nH]c1=O	-11%	-10%	-4%	-3%	-8%	4%	-3%	1%
40	COc1ccc(C2CC(c3cccs3)=NN2C(=O)c2ccccc2)cc1OC (centres undefined)	i	13%	12%	13%	26%	-11%	21%	-1%
41	O=C(NC1CCCCC1)c1cccnc1C(=O)O	i	-4%	-15%	1%	17%	7%	-8%	11%
42	CCOc1ccccc1C(=O)Nc1c[nH]c(=O)[nH]c1=O	i	7%	.	-2%	9%	-13%	4%	-1%
43	COc1ccc(O)c(C(=O)c2cnc3c(c2)c(=O)[nH]c(=O)n3C)c1	-23%	-6%	-32%[inhibitor]	-7%	.	7%	-5%	-11%
44	Cc1cc(C)c(COCc2cc(/C=N/O)c(C)cc2C)cc1/C=N/O	-22%	11%	-11%	-6%	1%	-10%	18%	-10%
45	NS(=O)(=O)c1ccc(CCNC(=O)COC(=O)c2cc([N+](=O)[O-])ccc2N2CCOCC2)cc1	-14%	11%	-7%	-3%	2%	6%	5%	-1%
46	COc1cc(C(=O)Nc2ccc(NC(=O)c3ccco3)nc2)cc(OC)c1OC	i	11%	-16%	-4%	-4%	-13%	9%	-2%
47	NC(=O)CSc1nnc(-c2ccccc2)c(-c2ccccc2)n1	i	-2%	10%	5%	-31%	-4%	0%	6%
48	O=C1C=C(O)c2c(O)cc(O)c(O)c2C1=O	-21%	-22%	-23%	-20%	2%	?	-2%	7%
49	CNC(=O)CSc1nnc(-c2ccco2)n1-c1cccc(OC)c1	?	12%	-7%	-2%	-15%	15%	18%	10%
50	COc1ccc(CNC(=O)Cc2c(C(=O)O)[nH]c3ccccc23)c(OC)c1	-2%	8%	2%	-4%	-33%	-5%	1%	-8%
51	CN(C)Cc1cc(CCNC(=O)c2ccc(Cl)cc2)ccc1O	-2%	-5%	-2%	-12%	-6%	2%	15%	12%
52	CN(C)CCNC(=O)Cn1nc(C(F)F)cc1C1CC1	-4%	13%	-3%	-1%	?	-7%	5%	-10%
53	CN1OC[C@@H]2CN(C(=O)CCc3ccccc3)[C@H](c3cccc(-c4ccccc4)c3)C[C@@H]21	-29%	-8%	1%	1%	?	-12%	14%	15%
54	O=C(O)/C=C/C(=O)c1ccc2c(c1)NC(=O)CO2	i	5%	-12%	0%	17%	7%	7%	1%
55	NC(N)=NS(=O)(=O)c1ccc(NC(=S)NC(=O)c2ccc3c(c2)OCO3)cc1	-24%	-12%	7%	-15%	-25%	3%	0%	3%
56	CCOC(=O)c1c(C)[nH]c(C)c1C(=O)CSc1nnc(-c2cc(OC)c(OC)c(OC)c2)o1	i	3%	-12%	-6%	12%	13%	-7%	15%
57	CCOc1ccc(Cl)cc1S(=O)(=O)N1CCN(c2ccc(C)c(C)c2)CC1	i	6%	-33%[inhibitor]	9%	25%	-13%	14%	-4%[57.1 µM]
58	CC(C)(C)c1ccccc1OCCCCCn1ccnc1	-20%	-8%	-29%	0%	2%	-15%	6%	-29%
59	O=C1CCC/C=C/C[C@@H](CC(=O)N(CCO)Cc2ccccc2)C(=O)NC[C@@H](c2ccccc2)O1	-15%	1%	8%	-4%	17%	-3%	9%	-7%
60	Cc1ccc(NC(=O)CN(c2ccccc2)S(=O)(=O)N(C)C)cc1Cl	-11%	.	0%	?	26%	.	.	.
61	OCCCNC(=S)Nc1ccc(Oc2ccccc2)cc1	-4%	-7%	-5%	0%	18%	-18%	11%	19%
62	COc1ccc(OC)c(C2SCCN2S(C)(=O)=O)c1 (centres undefined)	i	9%	4%	1%	7%	-1%	9%	2%

Only part of the results is shown; count on the stated rates, not on these rows.
